# Screening results (PubChem BioAssay)
# GCN5L2 inh = qHTS Assay for Inhibitors of GCN5L2 | Potency, µM (doses to about 58.9 µM), for the others: top-dose activity change, negative = inhibition, actives largely listed as inhibitors | GCN5L2 HAT assay, ThioGlo1 CoA-SH fluorescence | 390,000 compounds, 0.21% hits
#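 Free CoA generated was detected with ThioGlo1 (50uM) fluorescence at Ex340nm/Em540nm, read immediately and after 20 min at room temperature. Enzyme, 20 nM in HEPES pH 7.5 buffer, saw compounds 15 min before adding 75uM H3(1-25) peptide and 70uM acetyl-CoA.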
# DT40 TDP1 CPT = qHTS for Inhibitors of human tyrosyl-DNA phosphodiesterase 1 (TDP1): qHTS in cells in presence of CPT. chicken DT40 Tdp1-/-;hTDP1 cells + 20 nM CPT, ATP luminescence, 48 h. Potency, µM (top dose mostly 46.2 µM), without a hit: top-dose activity change, negative = growth inhibition, usual class: inhibitors. 420,000 compounds, 12% hits; further: nearly all actives have a fitted effect of over 55% in size
#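 Cell growth measured by CellTiter-Glo luminescence after a minimum 48 h, 37 C compound exposure with 20 nM CPT in Tdp1-knockout DT40 cells stably expressing hTDP1, seeded 400/well; qHTS titration format.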
# FEN1 inh = qHTS Assay for the Inhibitors of Human Flap endonuclease 1 (FEN1) | Recombinant FEN1 flap cleavage, fluorescence, 15 min | 390,000 compounds, 0.35% hits | P39748 | Potency, µM (doses to about 114 µM), without a hit: at the highest dose activity change, negative = inhibition, actives largely listed as inhibitors; further: nearly all actives have a fitted effect of over 65% in size
# Target sequence (P39748 whole entry, looked up): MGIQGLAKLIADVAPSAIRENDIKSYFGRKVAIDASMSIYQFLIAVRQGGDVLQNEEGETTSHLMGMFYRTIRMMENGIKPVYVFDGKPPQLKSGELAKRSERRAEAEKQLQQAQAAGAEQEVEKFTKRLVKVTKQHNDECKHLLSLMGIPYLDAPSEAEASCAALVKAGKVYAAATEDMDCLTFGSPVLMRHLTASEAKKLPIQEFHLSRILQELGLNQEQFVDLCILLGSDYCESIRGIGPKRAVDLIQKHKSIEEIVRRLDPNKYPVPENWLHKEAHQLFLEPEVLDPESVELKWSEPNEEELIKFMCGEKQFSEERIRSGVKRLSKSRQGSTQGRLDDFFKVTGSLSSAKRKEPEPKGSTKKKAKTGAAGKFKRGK
#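 Read-out was taken twice, immediately and after 15 min, following addition of 50 nM substrate to 10 nM FEN1 that had sat with test compound for 15 min at room temperature. Curves came from a four-parameter Hill model.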
# Starred values were filed as active, the others as inactive; ? = inconclusive; · = not tested or not shown; & = joins results of further samples; [ ] = dose if it differs, or a comment. The call rests on the fitted dose curve; in most records, active means well fitted curve in the direction sought with a large enough effect; inconclusive means small, poorly fitted or top-dose-only effect, or another doubt; inactive means no such curve, though single readings can be large; an effect the other way counts as inactive or inconclusive. On the % scale 0 is the no-effect control and ±100 the full control effect; potency means the concentration at half of the fitted maximal effect.
# A first look, three compounds:
SMILES,GCN5L2 inh,DT40 TDP1 CPT,FEN1 inh
O=C(Nc1cc(Sc2ccccn2)cc([N+](=O)[O-])c1)c1ccc([N+](=O)[O-])cc1,-7%,?,-27%
Oc1ccccc1/C=N/NC(=S)NC1CC2CCC1C2 (configuration not stated),-7%,?,-19%
CCOc1ccc(NS(=O)(=O)c2cc(C(=O)N3CCN(C(C)=O)CC3)ccc2Cl)cc1,1%,7%,-3%

# The whole of this part, repeating the preview:
SMILES,GCN5L2 inh,DT40 TDP1 CPT,FEN1 inh
O=C(Nc1cc(Sc2ccccn2)cc([N+](=O)[O-])c1)c1ccc([N+](=O)[O-])cc1,-7%,?,-27%
Oc1ccccc1/C=N/NC(=S)NC1CC2CCC1C2 (configuration not stated),-7%,?,-19%
CCOc1ccc(NS(=O)(=O)c2cc(C(=O)N3CCN(C(C)=O)CC3)ccc2Cl)cc1,1%,7%,-3%
CCc1ccc(NC(=O)CSc2nc(C)c(C(=O)Nc3ccccc3)c(-c3ccc(OC)c(OC)c3)c2C#N)cc1,-20%,-2%,-4%
Cc1ccc(NC(=O)CN(C)C(=O)CCC(=O)N2CCOCC2)cc1,0%,4%,3%
CCn1c(CSc2nncn2-c2ccc(OC)cc2)nc2cc(S(=O)(=O)N(C)C)ccc21,-2%,-11%,4%
O=C(NNC(=O)c1ccc2ccccc2c1)c1cccc(Br)c1,·,-10%,9%
Cc1ccc(-c2n[nH]c(S(C)(=O)=O)c2C#N)cc1,?,7%,4%
CC(C)C[C@H]1CNC(=S)N1CC1CCN(CC2CCCC2)CC1,·,-28%,14%
COc1ccccc1CNS(=O)(=O)c1ccc2c(c1)NC(=O)C(C)S2 (configuration not stated),-2%,-29%,-6%
CC(NCc1nc2ccccc2n1C)C12CC3CC(CC(C3)C1)C2 (configuration not stated),2%,?,-8%
C[C@H](NC(=O)C(c1ccccc1)c1ccccc1)c1ccccc1,?,6%,-7%
S=C(NCc1ccccc1)N1CCN(C(=S)NCc2ccccc2)CC1,-3%,-2%,21%
COc1ccc(S(=O)(=O)N2CCOC2CNC(=O)C(=O)NCCc2ccc(S(N)(=O)=O)cc2)cc1 (configuration not stated),-2%,?,-6%
CCn1c(SCC(=O)Nc2ccc(C)cc2)nc2sc3c(c2c1=O)CCN(C)C3,-6%,?,-12%
O=C(NCCCN1CCOCC1)c1cc(-c2cccc(Br)c2)nc2ccccc12,-12%,?,-17%
O=C(CN(Cc1ccccc1Cl)C(=O)Cn1nnc(-c2cccs2)n1)NCC1CCCO1 (configuration not stated),0%,-26%,-4%
Cc1c(C(=O)O)cccc1-c1ccc(/C=C2/NC(=O)N(c3ccccc3)C2=O)o1,-4%,?,3%
O=C(COc1coc(CN2CCN(c3ccc(F)cc3)CC2)cc1=O)Nc1ccccc1,-5%,-22%,10%
C[C@H](CO)N1C[C@H](C)[C@@H](CN(C)S(C)(=O)=O)Oc2c(NC(=O)Nc3ccc(C(F)(F)F)cc3)cccc2C1=O,-6%,23µM*,7%
CC1(CCc2ccccc2)NC(=O)N(CC(=O)O)C1=O (configuration not stated),27%,?,1%
COc1ccc(OC)c(CN2CCCC(CCC(=O)N(C)CCc3ccccn3)C2)c1 (configuration not stated),-16%,-17%,18%
COc1ccc(C(=O)NNC(=O)CSc2nnc(-c3cccnc3)n2C)cc1,0%,5%,-10%
Cc1ccc(C(=O)NCN2CCN(c3ccccc3)CC2)cc1,-4%,-15%,2%
CCc1nc(SCc2ccc(C(=O)OC)o2)c2c(=O)n(C)c(=O)n(C)c2n1,-7%,15µM*,-21%
Cc1noc(C)c1S(=O)(=O)Nc1ccc(C(=O)Nc2ccc(OC(F)(F)F)cc2)cc1,-15%,?,-4%
O=C1CC(c2ccc(F)cc2)c2cc3c(cc2N1)CCC3 (configuration not stated),29%,?,4%
CC(=O)c1c(C)nc(Nc2nc(C)c3cc(C)ccc3n2)nc1C,-14%,-16%,13%
CC1CN(C(=O)c2ccc(OC3CCN(Cc4ccccn4)CC3)cc2)CCN1C (configuration not stated),0%,-2%,1%
COc1ccc(OC)c(CNC(=O)c2nn(C)c3c2CS(=O)(=O)c2ccccc2-3)c1,-2%&2%,4%&-13%,11%&21%
O=C(COc1ccc(Br)cc1)N1CCN(S(=O)(=O)/C=C/c2ccccc2)CC1,-9%,?,-9%
CC(CCn1cccn1)NC(=O)CCc1nnc(C2CCCCC2)o1 (configuration not stated),-1%,8%,-6%
CCCCCCCCCCCCCCCC[n+]1ccc(C)cc1,·,0.89µM*,?
Cc1cc(Cl)c(S(=O)(=O)N2CCN(c3cccc(C)c3C)CC2)cc1OCC(N)=O,0%,-28%,-8%
CCSc1nnc(NC(=O)COc2cccc3ccccc23)s1,-4%,-23%,8%
COC(=O)CCCNc1ncccc1[N+](=O)[O-],12%,3%,0%
Cc1ccsc1C(=O)NCCC(c1ccccc1)c1ccccc1,1%,1%,-17%
CCC(=O)NCCc1cc2cc(C)c(C)cc2[nH]c1=O,-19%,-1%,2%
Cc1cc(Br)c(Oc2cc(NN3CCCCC3)c([N+](=O)[O-])cc2[N+](=O)[O-])c(Br)c1,·,-16%,4%
FC(F)(F)Oc1ccc(Nc2nc3ccccc3o2)cc1,-8%,-7%,0%
O=[N+]([O-])c1ccccc1CNCCCCCO,0%,4%,24%
CCc1cc(SC#N)cc(C)c1NC(=O)CCl,-4%,1.5µM*,-1%
O=C(NNC(=S)NCc1ccccc1)c1cccc([N+](=O)[O-])c1,-6%,0%,-1%
COc1cc(S(=O)(=O)n2c(C)nc3ccccc32)ccc1F,-22%,?,-10%
O=C(CNS(=O)(=O)c1ccccc1)NCC(=O)N1CCCCC1,-13%,4%,10%
CCN(C(=O)c1ccc(NC(=O)Cc2ccccc2)cc1)c1ccccc1,-1%,0%,-11%
OCCC1CN(Cc2cnc(-c3ccccc3)s2)CCN1C1CCCCC1 (configuration not stated),1%,-5%,14%
Cc1ccc(C(=O)N/C(=C\c2ccc(-c3cccc([N+](=O)[O-])c3)o2)C(=O)NC(C)(C)C)cc1,58%[activator],15µM*,2%
O=C(Nc1ccc(Cl)cc1Cl)c1cc2ccccc2o1,-9%,-4%,5%
Cc1ccccc1NC(=O)N1CCN(C(=O)c2ccco2)CC1,-3%,0%,2%
CCCC(=O)Nc1ccccc1NC(=O)c1ccc(OC)cc1,-8%,19%,8%
CCOc1ccccc1NS(=O)(=O)c1cn(C)nc1C,-4%,15%,6%
Cc1ccc(NC(=O)C2C3C=CC4(CN(Cc5cccnc5)C(=O)C24)O3)cc1F (configuration not stated),-7%,-2%,14%
NC(=O)CC(NC(=O)c1ccccc1)c1ccc(NCc2ccc(F)c(F)c2)c([N+](=O)[O-])c1 (configuration not stated),-8%,?,-17%
O=C(CN(C(=O)CCC(=O)Nc1nccs1)c1ccccc1F)NCCc1ccccc1,-2%,-1%,2%
CC1CN(C(=O)COC(=O)Cc2ccc(Cl)cc2)CC(C)O1 (configuration not stated),-6%,-17%,-1%
COC(=O)c1cc(-c2c(C)oc3cc(OC(C)C)ccc3c2=O)c(C)o1,-2%,15µM*,8%
CCn1c(=O)c(=O)n(CC)c2cc(S(=O)(=O)Nc3cc(C)ccc3C)ccc21,0%,-37%,26%
CC(OC(=O)c1cccnc1SCc1cc(=O)n2ccccc2n1)c1ccccn1 (configuration not stated),-7%,?,4%
Cc1onc(-c2c(F)cccc2Cl)c1C(=O)c1ccccc1,-7%,1%,-10%

# Quoted at random: five compounds from above
SMILES,GCN5L2 inh,DT40 TDP1 CPT,FEN1 inh
CC(OC(=O)c1cccnc1SCc1cc(=O)n2ccccc2n1)c1ccccn1 (configuration not stated),-7%,?,4%
CCCC(=O)Nc1ccccc1NC(=O)c1ccc(OC)cc1,-8%,19%,8%
COC(=O)c1cc(-c2c(C)oc3cc(OC(C)C)ccc3c2=O)c(C)o1,-2%,15µM*,8%
OCCC1CN(Cc2cnc(-c3ccccc3)s2)CCN1C1CCCCC1 (configuration not stated),1%,-5%,14%
Cc1ccc(C(=O)N/C(=C\c2ccc(-c3cccc([N+](=O)[O-])c3)o2)C(=O)NC(C)(C)C)cc1,58%[activator],15µM*,2%

# More structures:
SMILES,GCN5L2 inh,DT40 TDP1 CPT,FEN1 inh
CCOc1ccccc1OCCCCN1CCCC1,-4%,1%,-1%
CC(=O)Nc1ccc(N2CCC(C)CC2)c([N+](=O)[O-])c1,-11%,-14%,-6%
CCOc1ccccc1O[C@H](c1ccccc1)[C@H]1CNCCO1,-6%,30µM*,-13%
Cc1ccc(-c2nc(CS(=O)(=O)CC(=O)NC3CCC(C)CC3)c(C)o2)cc1 (configuration not stated),-2%,?,-3%
CC(OC(=O)c1ccc(Cl)c(S(=O)(=O)N2CCOCC2)c1)C(=O)NC1CCCCC1C (configuration not stated),-6%,-8%,1%
CCOc1ccc(N2C(=O)Nc3ccc(Br)cc3C2(O)C(=O)NC(C)C)cc1 (configuration not stated),20%,-26%,5%
COc1ccc(C)cc1S(=O)(=O)Nc1cc2c3c(c1)CC(=O)N3CCC2,-18%,?,2%
CCOC(=O)c1cc2sccc2n1CC(=O)N1CCc2ccccc21,2%,4.6µM*,9%
CCN(CC(=O)N1CCOCC1)S(=O)(=O)c1ccc2ccccc2c1,1%,-1%,-12%
CCCN(CC(=O)Nc1ccccc1C)CC(=O)Nc1ccc(Br)cc1F,-23%,-26%,-10%
c1ccc(C(=NNc2nc3ccccc3s2)c2ccccn2)cc1,·,0.16µM*,?
Cc1cc(S(=O)(=O)ON2C(=O)c3ccccc3C2=O)ccc1F,-1%,3.3µM*,?
C[C@H]1CN([C@@H](C)CO)C(=O)Cc2cc(NS(=O)(=O)c3ccc(Cl)cc3)ccc2O[C@@H]1CN(C)C(=O)Nc1cccc2ccccc12,-2%,-22%,-10%
COc1ccc(-c2nc(CCNC(=O)Cc3ccc(F)cc3)cs2)cc1,-2%,15µM*,16%
O=C(NCCc1ccccc1C(F)(F)F)C1CCC(=O)N(CCCN2CCCC2=O)C1 (configuration not stated),-3%,33%[activator],-7%
COCC(C)n1c(C)cc(C(=O)COC(=O)c2ccc3c(c2)NC(=O)CS3)c1C (configuration not stated),-7%,?,-1%
O=C1CC(c2cccc(Oc3ccccc3)c2)NC(=O)N1 (configuration not stated),0%,-13%,-1%
O=c1ccn([C@@H]2O[C@H](CNS(=O)(=O)c3csc(-c4ccno4)c3)[C@@H](O)[C@H]2O)c(=O)[nH]1,·,-28%,-12%
Cn1nnnc1Sc1ncnc2scc(-c3cccc4c3sc3ccccc34)c12,-8%,·,15%
CCc1ccc(S(=O)(=O)c2cn(Cc3ccccc3)c3cc(N4CCCC4)c(F)cc3c2=O)cc1,2%,?,-7%

# 4 entries out of the list, arranged by formula weight, ascending:
SMILES,GCN5L2 inh,DT40 TDP1 CPT,FEN1 inh
CCOC(=O)c1cc2sccc2n1CC(=O)N1CCc2ccccc21,2%,4.6µM*,9%
COCC(C)n1c(C)cc(C(=O)COC(=O)c2ccc3c(c2)NC(=O)CS3)c1C (configuration not stated),-7%,?,-1%
Cn1nnnc1Sc1ncnc2scc(-c3cccc4c3sc3ccccc34)c12,-8%,·,15%
O=C(NCCc1ccccc1C(F)(F)F)C1CCC(=O)N(CCCN2CCCC2=O)C1 (configuration not stated),-3%,33%[activator],-7%

# (more compounds)
SMILES,GCN5L2 inh,DT40 TDP1 CPT,FEN1 inh
COc1ccc(Cl)cc1NC(=O)C1CCCN(c2cc(C)nc3ncnn23)C1 (configuration not stated),-4%,?,-6%
O=C(CNC(=O)c1[nH]cnc1C(=O)NC(c1ccccc1)c1ccccc1)OCc1ccccc1,-11%,?,-21%
COc1ccc(CNC(=O)C2=CC(c3ccc(C)cc3)=NS(=O)(=O)N2C)cc1,-17%,-19%,12%
CN1CCC(=O)N([C@H](CN=[N+]=[N-])Cc2ccccc2)CC1,2%,?,-7%&2%
COc1ccc(/C=N/Nc2ccc([N+](=O)[O-])cc2S(=O)(=O)N2CCN(C)CC2)cc1,-1%,-1%,-11%
CCOc1ccccc1Nc1nc2c(S(=O)(=O)c3ccc(C)cc3)nnn2c2ccsc12,-10%,-11%,1%
Cn1c(SCC(=O)NCc2ccc(F)cc2)ncc(C(=O)Nc2ccccc2)c1=O,5%,?,4%
CCC(C)C(=O)Nc1nc(C)c(-c2csc(Nc3cc(Cl)ccc3OC)n2)s1 (configuration not stated),-5%,15µM*,15%
COc1ccc(CCC2(C)OCC(CCCCO)O2)cc1 (configuration not stated),·,5%,2%
Cc1oc(-c2ccccc2)cc1C(=O)Nc1cccc(C(=O)O)c1,-10%,-4%,9%
COC(=O)C(NC(=O)c1ccc(OC)cc1)(Nc1ncc(S(=O)(=O)c2ccc([N+](=O)[O-])cc2)s1)C(F)(F)F (configuration not stated),-7%,?,-14%
CCCOC(=O)C(C)n1c(-c2ccccc2)nc2ccccc2c1=O (configuration not stated),2%,-18%,0%
CCOC(=O)c1sc(NC(=O)Nc2ccc(Cl)cc2)cc1C,-3%,5.8µM*,1%

# These rows are one share of the data (hit frequency here may not be typical).
